# AMPAR-TARP mod: modulators of GluA2-stargazin AMPA receptor complexes, primary screen, cell-based, membrane potential dye; Voltage-dependent calcium channel gamma-2 subunit (Mus musculus) + Glutamate receptor 2 …; HEK293 GluA2+stargazin, membrane potential dye (FDSS), glutamate EC50; hits were called plate by plate, in both directions; calls only at 30 µM; hit rate 3.5% among 40,000; AID 1259245, 2017;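 active = any of four per-well response measures lying three or more SD from its plate-wide compound average, in either direction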
# Target sequence (O88602 whole entry, looked up): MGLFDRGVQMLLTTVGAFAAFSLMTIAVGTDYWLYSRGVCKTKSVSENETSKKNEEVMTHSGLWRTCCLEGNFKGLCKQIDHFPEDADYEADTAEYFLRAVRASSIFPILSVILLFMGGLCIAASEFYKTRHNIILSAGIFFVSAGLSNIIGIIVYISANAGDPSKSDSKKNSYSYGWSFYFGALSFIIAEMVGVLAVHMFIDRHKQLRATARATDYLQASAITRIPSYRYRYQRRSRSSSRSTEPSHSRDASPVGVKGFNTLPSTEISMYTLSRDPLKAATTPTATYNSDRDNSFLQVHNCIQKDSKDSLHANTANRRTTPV
# Target sequence (P19491 whole entry, looked up): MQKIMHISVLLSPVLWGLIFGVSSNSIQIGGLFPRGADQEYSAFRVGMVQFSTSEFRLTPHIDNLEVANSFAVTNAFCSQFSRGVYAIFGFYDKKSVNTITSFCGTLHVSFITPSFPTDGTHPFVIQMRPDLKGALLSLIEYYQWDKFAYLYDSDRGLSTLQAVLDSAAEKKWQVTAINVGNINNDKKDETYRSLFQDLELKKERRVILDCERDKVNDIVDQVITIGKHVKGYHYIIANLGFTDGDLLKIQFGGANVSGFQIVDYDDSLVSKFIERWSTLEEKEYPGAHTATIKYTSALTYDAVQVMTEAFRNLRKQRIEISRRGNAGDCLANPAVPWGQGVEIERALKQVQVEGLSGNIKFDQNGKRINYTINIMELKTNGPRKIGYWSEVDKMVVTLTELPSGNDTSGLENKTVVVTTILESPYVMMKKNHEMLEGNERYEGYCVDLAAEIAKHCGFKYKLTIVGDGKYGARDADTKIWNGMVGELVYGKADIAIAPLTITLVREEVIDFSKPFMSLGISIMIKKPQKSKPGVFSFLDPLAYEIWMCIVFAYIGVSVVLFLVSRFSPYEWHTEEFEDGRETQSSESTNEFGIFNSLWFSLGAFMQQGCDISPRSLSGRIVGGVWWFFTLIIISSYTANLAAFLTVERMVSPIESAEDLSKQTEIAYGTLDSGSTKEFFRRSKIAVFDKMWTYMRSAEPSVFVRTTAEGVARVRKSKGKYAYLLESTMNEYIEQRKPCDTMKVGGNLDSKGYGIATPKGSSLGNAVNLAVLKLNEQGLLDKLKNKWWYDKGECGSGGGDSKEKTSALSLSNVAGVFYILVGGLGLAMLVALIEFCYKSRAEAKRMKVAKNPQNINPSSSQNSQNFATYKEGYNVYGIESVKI
# AMPAR-TARP mod agonism max-min: further read-out of AMPAR-TARP mod, marked with its call; compound max-min signal; compound-alone response (agonism);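 unitless range of fluorescence divided by baseline over first 100 seconds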
# AMPAR-TARP mod glutamate slope: further read-out of AMPAR-TARP mod, marked with its call; glutamate slope, % of max; measured here: glutamate response slope, % max;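 scaled per plate between vehicle wells and maximal 1 mM glutamate control wells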
# Active calls of the source: *; i = inactive; + = active, no number; & = joins results of further samples. An excerpt; the hit share may differ from the screen's.
SMILES,AMPAR-TARP mod,AMPAR-TARP mod agonism max-min,AMPAR-TARP mod glutamate slope
COc1ccc(OC)c(-c2ccc(SCC(=O)NCC3CCCO3)nn2)c1 (centres undefined),i,0.048,53
COCCNC(=O)C(=O)NCC1CCN(C(=O)c2ccccc2F)CC1,i,0.084,66
CC(=O)N1CCN(c2ccnc3c2c(=O)n(CC(=O)Nc2ccccc2F)c(=O)n3C)CC1,i,0.15,70
Cc1ccc2nc(NC(=O)CCN3C(=O)c4ccccc4S3(=O)=O)sc2c1,i,0.051,73
O=C(NCCNc1ccc(Nc2ccccn2)nn1)C1CCCO1 (centres undefined),i,0.27,54
COC(=O)c1ccccc1NC(=O)C1CCCN(c2ccc(-n3nc(C)cc3C)nn2)C1 (centres undefined),i,0.075,59
COc1cccc(C(=O)Nc2ccc(CC(=O)NCc3cccs3)cc2)c1OC,i,0.075,52
O=C(NCCCS(=O)(=O)N1CCN(c2ccccc2)CC1)c1ccc([N+](=O)[O-])o1,i,0.15,66
Cc1ccccc1NC(=O)NCCSc1ncc(-c2ccccc2)[nH]1,i,0.14,51
C=CCNC(=O)CC1Sc2cc(OCC)ccc2NC1=O (centres undefined),i,0.077,57
O=C(Nc1ccc2c(c1)CCCN2C(=O)c1ccco1)c1cccc(Cl)c1,i,0.15,62
O=C(Nc1onc2c1CCCC2)C1COCC(=O)N1Cc1ccccc1 (centres undefined),i,0.063,61
Nc1ccc(C(=O)Nc2ccc(Cl)cc2)cc1,i,0.19,56
COc1cc(C)c(C(C)C)cc1S(=O)(=O)N1CCCC1,i,0.049,68
CC(=O)Nc1ccc(OCC(O)CN2CCN(CCO)CC2)cc1 (centres undefined),i,0.041,48
O=c1n(CCOc2ccccc2)nc2ccc(S(=O)(=O)N3CCOCC3)cn12,i,0.089,43
Cc1nn(C2CCS(=O)(=O)C2)c2nc(-c3cccs3)cc(C(=O)NCCC3=CCCCC3)c12 (centres undefined),i,0.076,57
Cc1ccc(-c2nnc(NC(=O)c3ccco3)o2)cc1C,i,0.085,50
Cc1cc(C)n(CC2CCN(C(=O)CC(c3ccccc3)c3ccccc3)CC2)n1,i,0.092,98
CC(=O)N(c1ccc(Oc2ccccc2)cc1)C1C=CS(=O)(=O)C1 (centres undefined),i,0.07,58
O=C(NCCOc1ccc2c(c1)OCO2)C1c2ccccc2Oc2ccccc21,i,0.1,49
O=C(CS(=O)(=O)c1ccc(Cl)s1)Nc1ccc2c(c1)OCCO2,i,0.12,43
Oc1cccc2ccc(N3CCN(c4ccccc4)CC3)nc12,i,0.06,63
O=C(NCC1CCN(Cc2ccccc2)CC1)C(=O)Nc1ccc2c(c1)OCO2,+,0.048*,52*
O=C(COc1cccc2ccccc12)N1CCN(c2ccc3nnc(C4CC4)n3n2)CC1,i,0.076,48
CC(C)(C#N)C(=O)N1CCCCCC1,i,0.051,59
CC(C)C(=O)N1CCCc2ccc(NC(=O)C(=O)NCC3CCCO3)cc21 (centres undefined),i,0.046,48
O=C(Nc1sc2c(c1-c1nc3ccccc3s1)CCCC2)c1ccc2ccccc2c1,i,0.07,38
O=C(NCC1(c2ccccc2)CCOCC1)c1cccc(C(F)(F)F)c1,i,0.084,62
O=C(Nc1cc(-c2cccs2)nn1CCO)c1nc2ccccc2s1,i,0.11,63
CCc1ccc(S(=O)(=O)Nc2ccc3c(c2)N(C(=O)C2CCCC2)CC3)s1,i,0.045,88
Cn1nc(C2CCCN(C(=O)Cc3cn(C)c4ccccc34)C2)n(-c2ccccc2)c1=O (centres undefined),i,0.07,51
CN1C(=O)N(C)C2(CCN(S(=O)(=O)c3ccc(OC(F)(F)F)cc3)CC2)C1=O,i,0.079,65
COc1ccc(OC)c2sc(N3CCN(C(=O)c4ccn(C)n4)CC3)nc12,i,0.12,50
COC(=O)N1CCC(CNC(=O)c2ccc(F)cc2)CC1,i,0.085,66
N#Cc1ccc(C(=O)N(CCN2CCOCC2)c2nc3ccc(Cl)cc3s2)cc1,i,0.025,61

# Sorted by value in AMPAR-TARP mod agonism max-min (low to high): some entries from above
Molecule | AMPAR-TARP mod | AMPAR-TARP mod agonism max-min | AMPAR-TARP mod glutamate slope
Cn1nc(C2CCCN(C(=O)Cc3cn(C)c4ccccc34)C2)n(-c2ccccc2)c1=O (centres undefined) | i | 0.07 | 51
O=C(COc1cccc2ccccc12)N1CCN(c2ccc3nnc(C4CC4)n3n2)CC1 | i | 0.076 | 48
COC(=O)N1CCC(CNC(=O)c2ccc(F)cc2)CC1 | i | 0.085 | 66

# More structures
SMILES,AMPAR-TARP mod,AMPAR-TARP mod agonism max-min,AMPAR-TARP mod glutamate slope
Nc1c(C(=O)NC2CCCCC2)sc(=S)n1-c1ccccc1F,i,0.12,57
COCCNc1oc2c(c1-c1ccccc1[N+](=O)[O-])c(=O)oc1ccc(C)cc12,i,0.12,70
CCc1nc2sc(C(c3ccc(Cl)cc3)N3CCCC3)c(O)n2n1 (centres undefined),i,0.094,53
CCc1ccc2nc(N(Cc3ccccn3)C(=O)c3cc(C)nn3CC)sc2c1,i,0.097,52
CC1CN(CC(O)COCCOc2ccc(Cl)cc2)CC(C)O1 (centres undefined),i,0.095,61
COc1cccc(C(=O)Nc2cc(C)nn2-c2nc(-c3ccc(C)cc3)cs2)c1OC,i,0.12,73
Cc1nn(C(C)(C)C)c(OC(=O)CC(C)C)c1S(=O)(=O)c1ccccc1,i,0.062,93
COc1cccc(C(=O)Nc2nnc(-c3cc4cccc(OC)c4o3)o2)c1OC,i,0.06,0
O=C(NCC(O)c1ccccc1)c1ccc(Cl)c(S(=O)(=O)N2CCCC2)c1 (centres undefined),i,0.084,74
O=S(=O)(NCCOc1ccc(-c2ccc(F)cc2)nn1)c1ccccc1F,i,0.042,45
CN(C)C(CNC(=O)C(=O)NCc1cccs1)c1cccs1 (centres undefined),i,0.082,92
COc1ccc(N2CC(C)Cn3c2nc2c3c(=O)n(CC(N)=O)c(=O)n2C)c(OC)c1 (centres undefined),i,0.048,51

# Compound profiles, as listed above. Values in the order: AMPAR-TARP mod | AMPAR-TARP mod agonism max-min | AMPAR-TARP mod glutamate slope
# Shown for CN(C)C(CNC(=O)C(=O)NCc1cccs1)c1cccs1 (centres undefined) : i | 0.082 | 92
# Shown for CC1CN(CC(O)COCCOc2ccc(Cl)cc2)CC(C)O1 (centres undefined) : i | 0.095 | 61

# (further entries)
SMILES,AMPAR-TARP mod,AMPAR-TARP mod agonism max-min,AMPAR-TARP mod glutamate slope
CON(C)C(=O)C1CCNCC1,i,0.039,65
O=C(NCCn1ncc2c(N3CCCC3)ncnc21)C12CC3CC(CC(C3)C1)C2,i,0.066,48
COc1ccc(C)cc1NC(=O)NCCNC(=O)c1ccc(NC(=O)C2CCCC2)cc1,i,0.096,41
COc1ccc(OC)c(-c2csc(NC(=O)c3cccc(SC(C)C)c3)n2)c1,i,0.092,58
O=C(Cn1cccn1)N1CCN(c2ccccn2)CC1,i,0.12,46
O=C(Nc1ccc(N2CCCCS2(=O)=O)cc1)c1cc(Cl)ccc1Cl,i,0.089,67
O=C(O)c1ccc(/C=C/C(=O)c2ccco2)cc1,+,0.17*,34*
CCCc1cc(=O)n2[nH]cc(-c3ccccc3)c2n1,i,0.096,62
O=S(=O)(NC1CCCCC1)c1cccc2cccnc12,i,0.054,63
OC(COc1ccc2c(c1)CCC2)Cn1cnc2ccccc21 (centres undefined),i,0.099,46
CC(C)Oc1ccc(C(=O)N2CCN(c3ncnc4c3nnn4-c3ccc(F)cc3)CC2)cc1,i,0.063,54
CS(=O)(=O)c1ccc(Nc2nc(CC(=O)Nc3ccccc3C(N)=O)cs2)cc1,i,0.085,63
Cc1cc(F)ccc1S(=O)(=O)NCC(c1ccc2c(c1)OCO2)N1CCOCC1 (centres undefined),i,0.073,95
CNC(=O)C(=O)NCC(c1cccc2ccccc12)N1CCOCC1 (centres undefined),i,0.11,71
COc1ccc(SCC(=O)Nc2sc3c(c2C(N)=O)CCN(C(C)=O)C3)cc1,i,0.11,58
COc1ccc(S(=O)(=O)N2CCC(C(=O)Nc3nc4ccccc4s3)CC2)cc1,i,0.097,48
CC(=O)Oc1ccc2c(OC(C)=O)coc2c1,i,0.09,86
CN(C)C(CNC(=O)C1(c2cccs2)CCCC1)c1ccccc1Cl (centres undefined),i,0.085,56
COc1ccc(Br)c(C(=O)NCC2CCN(C(=O)/C=C/c3ccco3)CC2)c1,i,0.071,51
COc1ccccc1CNC(=O)c1nc(-c2cnccn2)no1,i,0.11,57
COc1ccc(OCC(O)CN2CC(C)OC(C)C2)c(C(C)(C)C)c1 (centres undefined),i,0.031,38
CC(C)(C)NC(=O)C(=O)NCC(c1ccco1)N1CCc2ccccc21 (centres undefined),i,0.049,50
COc1cc(CCN2C(=O)c3cccc4cccc(c34)C2=O)c(S(=O)(=O)NC2CCS(=O)(=O)C2)cc1OC (centres undefined),i,0.12,48
O=C(NCC(O)c1ccc(C(F)(F)F)cc1)Nc1cccs1 (centres undefined),+,0.2*,46*
CC(C)(C)C(=O)Nc1sc(SCC(=O)NC2CC2)nc1-c1ccccc1,i,0.083,48
CCNc1oc(-c2cccs2)nc1S(=O)(=O)c1ccccc1,i,0.12,55
Cn1ccnc1N1CCN(C(=O)C(C)(C)Oc2ccc(Cl)cc2)CC1,i,0.028,64
CSCCC(C)(O)CNC(=O)c1ccccc1C(F)(F)F (centres undefined),i,0.045,62
Cc1ccc(SCc2ccc(C(=O)Nc3cccnc3)cc2)cc1,i,0.074,32
CCN(C1CCCCC1)S(=O)(=O)c1ccc(C(=O)Nc2cccc([N+](=O)[O-])c2)cc1,i,0.1,61
CCCS(=O)(=O)N1CCCc2cc(NS(=O)(=O)c3cc(C)c(OC)c(C)c3)ccc21,i,0.034,62
COc1cccc(-n2nnnc2SCC(=O)Nc2ncc(Cc3ccccc3)s2)c1,i,0.084&0.042,50&101
FC(F)(F)c1ccc(OC2CCNCC2)nc1,i,0.032,47
CCCCS(=O)(=O)N1CCN(c2ccc(-n3nc(C)c(C)c3C)nn2)CC1,i,0.061,68
Cc1ccc(N2CC(C(=O)N3CCN(c4nccn4C)CC3)CC2=O)cc1 (centres undefined),i,0.095,69
Oc1c(CN2CCC(Cc3ccccc3)CC2)cc(Cl)c2cccnc12,i,0.12,66
O=C1CSC(=O)N1C1CCCCC1NC(=O)C1(c2cccs2)CCCC1 (centres undefined),i,0.04,72
O=C(NCCCN1CCN(c2ccccc2)CC1)C(=O)Nc1ccon1,i,0.082,67
Cc1ccc(NC(=O)c2ccc(=O)n(CC(=O)Nc3cc(C(F)(F)F)cc(C(F)(F)F)c3)n2)cc1,i,0.045,50
O=S(=O)(c1ccc(Cl)c(Cl)c1)N1CCN(CCO)CC1,i,0.08,53
CC(C)c1cc(=O)n(CC(=O)NCCc2c[nH]c3ccccc23)cn1,i,0.1,62
COc1ccccc1OCC(=O)Nn1cnc2c(cnn2-c2ccccc2)c1=O,i,0.06,71
COc1ccc(C(=O)CSc2ccnc3c2c(=O)n(C)c(=O)n3C)cc1,i,0.081,30
O=c1c(SCc2ccc([N+](=O)[O-])cc2)nccn1-c1ccc(Cl)cc1,i,0.12,63
Cc1ccc(S(=O)(=O)N2CCN=C2SCc2ccc(Br)cc2)cc1,i,0.066,55
COCC(=O)NCC1CCN(S(=O)(=O)C2CC2)CC1,i,0.052,34
COc1ccc(-c2ccc(N3CCC(C(=O)NCCc4ccc(S(N)(=O)=O)cc4)CC3)nn2)cc1,i,0.15,78
COc1ccc(CCNC(=O)NC2CCCC(O)C2)cc1 (centres undefined),i,0.13,57

# In another format: results already given
# Every second line gives: AMPAR-TARP mod	AMPAR-TARP mod agonism max-min	AMPAR-TARP mod glutamate slope
> O=C1CSC(=O)N1C1CCCCC1NC(=O)C1(c2cccs2)CCCC1 (centres undefined)
→ i	0.04	72
> O=C(NCCCN1CCN(c2ccccc2)CC1)C(=O)Nc1ccon1
→ i	0.082	67
> COc1ccc(-c2ccc(N3CCC(C(=O)NCCc4ccc(S(N)(=O)=O)cc4)CC3)nn2)cc1
→ i	0.15	78
> CC(C)c1cc(=O)n(CC(=O)NCCc2c[nH]c3ccccc23)cn1
→ i	0.1	62
> COCC(=O)NCC1CCN(S(=O)(=O)C2CC2)CC1
→ i	0.052	34

# Further results follow:
SMILES,AMPAR-TARP mod,AMPAR-TARP mod agonism max-min,AMPAR-TARP mod glutamate slope
COc1ccc(C2NC(=O)NC(C)=C2C(=O)OC(C)(C)C)c(I)c1O (centres undefined),i,0.054,34
CN(C)CCNc1ccc(-c2nn(C)c(=O)c3ccccc23)cc1[N+](=O)[O-],i,0.083,35
COc1cccc(C(CNC(=O)C(=O)NC2CCCC2)N2CCOCC2)c1 (centres undefined),i,0.05,54
CC1Cc2c(NC(=O)Cc3cccs3)nn(C)c2NC1=O (centres undefined),i,0.089,61
